Screening data (PubChem)
NPY-Y1 PAM-ag = NPY-Y1 receptor potentiators or agonists, primary screen, cell-based | hit rate 0.37% among 220,000 | activation, % at 3.6 µM | Neuropeptide Y receptor type 1 (Homo sapiens), P25929 | NPY-Y1 expressing cells, potentiator/agonist activation; in the data active = activation above about 33%, passing the limit was not always enough;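 also: cells stimulated with NPY at EC10 then isoproterenol at EC100; 0% = low agonist plus stimulus and 100% = saturating agonist plus stimulus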
Target sequence (P25929 whole entry, looked up): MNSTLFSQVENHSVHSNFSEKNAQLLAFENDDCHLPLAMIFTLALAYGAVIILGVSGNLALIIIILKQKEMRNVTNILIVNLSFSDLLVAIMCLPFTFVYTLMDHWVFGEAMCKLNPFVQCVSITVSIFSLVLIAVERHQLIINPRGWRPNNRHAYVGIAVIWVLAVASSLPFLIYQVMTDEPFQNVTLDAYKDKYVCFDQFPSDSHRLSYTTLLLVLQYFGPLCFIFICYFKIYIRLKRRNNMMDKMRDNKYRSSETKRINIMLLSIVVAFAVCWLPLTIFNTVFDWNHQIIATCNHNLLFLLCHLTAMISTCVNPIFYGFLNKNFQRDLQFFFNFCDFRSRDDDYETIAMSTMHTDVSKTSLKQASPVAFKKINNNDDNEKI
CHOP inhibitor = inhibitors of CHOP promoter induction, primary screen, cell-based, unfolded protein response, luciferase reporter | AID 2732, 2010 | inhibition, % at 10 µM | CHO-K1 CHOP-promoter luciferase, tunicamycin-induced, 15-18 h | hit rate 3.8% among 220,000;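 active = compounds that reduced the stress-induced luciferase reporter signal by more than about 70% of percent inhibition, limit read from the data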;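 also: 0% = tunicamycin plus vehicle and 100% = wells without tunicamycin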
EP2 mod = EP2 receptor modulators, cAMP readout, primary screen, cell-based, HTRF cAMP, PGE2 stimulation. hit rate 0.83% among 260,000. Prostaglandin E2 receptor EP2 subtype (Homo sapiens), P43116. induction, % at 25 µM. EP2-expressing cells, cAMP HTRF FRET, PGE2 co-stimulation;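 active = compounds whose cAMP rise, as percent of the full-agonist control response, exceeds 60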;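 also: rat C6 glioma line stably carrying human EP2 under a CMV promoter; the protocol text gives 20 µM as final concentration; 100% = response of wells given 1 µM PGE2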
Target sequence (P43116 whole entry, looked up): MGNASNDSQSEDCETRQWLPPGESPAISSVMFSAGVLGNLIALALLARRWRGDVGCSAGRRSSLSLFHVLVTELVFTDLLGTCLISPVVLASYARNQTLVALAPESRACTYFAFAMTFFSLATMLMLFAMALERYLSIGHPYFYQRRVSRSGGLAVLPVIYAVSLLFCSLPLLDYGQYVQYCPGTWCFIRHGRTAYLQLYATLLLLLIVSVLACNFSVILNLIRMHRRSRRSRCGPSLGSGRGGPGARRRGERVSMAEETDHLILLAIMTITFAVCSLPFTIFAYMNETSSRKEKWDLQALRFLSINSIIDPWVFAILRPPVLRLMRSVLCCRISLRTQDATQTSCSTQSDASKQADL
NPY Y1 blocker = NPY-Y1 receptor antagonists, primary screen, cell-based | HEK293-CNG Y1 cells, membrane potential fluorescence; NPY at EC95, then isoproterenol | AID 1040, 2008 | inhibition, % at 3.6 µM | hit rate 1% among 200,000;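 active = inhibition above the campaign mean inhibition of all tested compounds plus 3 SD, cut at about 20% in these data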;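 also: 0% = DMSO wells given NPY plus isoproterenol and 100% = isoproterenol alone without NPY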
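Assay system: HEK293 Y1/CNG channel cell line; Doses: single compound dose of 3.6 µM, 0.4% DMSO; Timing: dye 3 h, compound 60 min room temperature, stimulation 45 min; Technique: Membrane-potential fluorescent dye readout; Measure: % inhibition of NPY effect.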
zfTRPN1 agonist = zebrafish TRPN1 channel agonists, primary screen, cell-based, HEK293, calcium fluorescence | HEK293 zebrafish TRPN1-YFP, Fluo-8 calcium fluorescence; 100% = response to 87 µM carbachol | activation, % at 3 µM | hit rate 0.18% among 220,000 | AID 1424, 2008;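 active = activation above its plate's cutoff, the mean activation of test wells on that plate plus 3 SD, cut at about 19% in these data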;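 also: 0% = DMSO alone and 100% = 87 µM carbachol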
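System: zebrafish TRPN1-YFP in HEK293 cells / Dosing: 3 µM single point / Timing: dye loading 1 h at 37 °C, then 30 min room temperature / Signal: Fluo-8 calcium fluorescence, excitation 470-495 nm, emission 515-575 nm / Read-out basis: percent activation from peak over basal fluorescence ratio, control-normalized / Control set: high carbachol 87 µM, low DMSO alone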
EP2 antag = human EP2 receptor antagonists, primary screen, TR-FRET cAMP, C6 glioma cells | Prostaglandin E2 receptor EP2 subtype (Homo sapiens), P43116 | C6 glioma cells expressing human EP2; cells stimulated with saturating PGE2 | inhibition, % at 25 µM | hit rate 0.52% among 260,000;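 active = percent inhibition above 40 after rounding to a whole number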;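 also: rat C6 glioma host cells with rolipram phosphodiesterase inhibitor present; the protocol text gives 20 µM as final concentration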
PPC-1+TRAIL kill = compounds killing PPC-1 cancer cells with TRAIL present, primary screen, TRAIL potentiator project, ATPLite luminescence, uHTS | PPC-1 cells + TRAIL, ATPLite viability luminescence | cell killing (% activity), % at 4 µM | hit rate 0.41% among 220,000 | AID 1443, 2008;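 active = cell killing above 50% in the first pass at 4 µM, then a duplicate retest at 5 µM averaging 50% or more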;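 also: plate controls were cells with TRAIL plus DMSO for no effect and medium-only wells lacking cells for full effect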
TRPML3 agonist = human TRPML3 channel agonists, primary screen, cell-based, HEK293 TRPML3-YFP, Fluo-8 calcium fluorescence, 3 µM; 100% = the carbachol control signal; activation, % at 3 µM; hit rate 0.29% among 220,000; AID 1448, 2008;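 active = activation above its plate's cutoff, the mean activation of the plate's test wells plus 3 SD, cut at about 12% in these data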;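 also: 0% = DMSO only wells and 100% = carbachol wells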
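Test system – HEK293 line with stable expression of human TRPML3-YFP channel · Control set – carbachol 87 µM final as high control (100%), DMSO as low control (0%) · Signal – Fluo-8 calcium dye fluorescence, ex 470-495, em 515-575 nm · Incubation – 1-h 37 °C dye load, 5-s basal, 120-s post-compound reads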
14-3-3 Bad PPI = inhibitors of 14-3-3 zeta/Bad binding, primary screen, biochemical, TR-FRET, bovine 14-3-3 zeta; TR-FRET 14-3-3zeta/Dy647-pBad peptide displacement, 1 h; AID 781, 2007; hit rate 0.71% among 220,000; inhibition, % at 21.7 µM; 14-3-3 protein zeta/delta (Bos taurus), P63103;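 active = inhibition above about 70%, limit read from the data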;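 also: 0% = full 14-3-3 plus peptide FRET controls and 100% = background without 14-3-3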
* = called active by the depositor; / = not tested or not shown; [ ] = remark or other dose. Only part of the results is shown; rates above refer to the full screens.

Below each compound – NPY-Y1 PAM-ag, CHOP inhibitor, EP2 mod, NPY Y1 blocker, zfTRPN1 agonist, EP2 antag, PPC-1+TRAIL kill, TRPML3 agonist, 14-3-3 Bad PPI
Cc1cc(S(=O)(=O)NCCN2CCOCC2)c(C)s1
→ 6, -17, -2, 3, 0.8, 5, 9, 0.5, 25[fluorescence artefact?]
O=C(COC(=O)C1CC1)Nc1ccc(N=Nc2ccccc2)cc1
→ 21, 0, -3, 4, 1.4, 14, -9, -0.4, 0
N#CCCN1CCN(S(=O)(=O)c2ccc3c(c2)OCCCO3)CC1
→ -12, -11, -2, 0, 1.6, 8, 25, 0.1, 0
O=C(Cn1c2[n+](c3ccc(C(F)(F)F)cc31)CCCCC2)c1ccc2c(c1)OCCO2
→ -7, 13, 22, 7, -0.3, 11, 26, 0.8, -1
Cc1oc(-c2ccccc2Cl)nc1CSCC(=O)O
→ -19, -13, 8, -3, 2.1, 9, -4, 0.8, -4[fluorescence artefact?]
CCC(CC)C(=O)Nc1cc(C)cc(C)c1
→ -8, -10, 7, -3, 0.3, 10, 0, -0.7, 9
CCCn1nc(C(=O)Nc2cccc(C(=O)OC)c2)c2ccccc2c1=O
→ -23, 3, 26, 6, -0.5, 9, 15, -0.1, -11
Cc1ccc(-c2nnn(CC(=O)N(CCO)C(C(=O)NC3CCCCC3)c3ccncc3)n2)o1 (centres undefined)
→ -32, -2, 27, 5, 0.7, 7, 4, -0.1, -2
CCOC(=O)C(C(=O)Nc1ccccn1)C1CCCCC1 (centres undefined)
→ -15, 25, 9, -1, -0.7, 8, 9, -0.2, 30[fluorescence artefact?]
Cc1cc(=O)oc2cc(OCC(=O)Nc3nnc(CC(C)C)s3)ccc12
→ 20, 11, -7, 0, -0.1, 12, 8, 1.0, -1
CCCCN1CCc2[nH]c(=S)[nH]c(=O)c2C1
→ 17, 1, 23, 0, 0.9, 5, 27, 0.8, -1
CC1=CC(C)C2C(=O)N(c3ccccc3)C(=O)C2C1 (centres undefined)
→ 1, 25, 33, 1, -0.7, 6, 11, -0.1, 20
CCOC(=O)c1nnn(-c2nonc2N)c1CN(C)C1CCCCC1
→ -24, 59, 13, -1, 0.8, 12, 7, -0.4, -6
C#CC[N+](C)(C)CC#Cc1ccccc1
→ 4, -17, 11, 8, 0.5, 15, 3, 0.3, 5
CCc1sc(-c2c(C#N)c(N)nc3c2CCCCCC3)cc1[N+](=O)[O-]
→ 7, 76*, -1, 3, -0.5, 7, 11, -0.3, -6
O=C(O)CSc1nc(-c2ccccc2)c(-c2ccccc2)[nH]1
→ 14, -2, -11, /, 0.2, 3, 2, 0.0, 29
Cc1cc(C)n2nc(C(=O)OCC(=O)N(CC(C)C)CC(C)C)nc2n1
→ -5, -1, 4, 0, 0.7, 4, -23, 0.4, -1
C(=N\N1CCN(Cc2ccccc2)CC1)/c1cccs1
→ -2, -1, -11, 4, 0.0, 8, 21, 0.3, 0
COc1ccc(CCNC(=O)c2ccc(NS(=O)(=O)c3c(C)noc3C)cc2)cc1OC
→ -3, 17, -4, 9, 0.7, 16, 5, 0.2, 15
O=C(NCC(=O)N(Cc1ccccc1)C(C(=O)NC1CCCC1)c1ccco1)c1ccco1 (centres undefined)
→ -2, 14, -2, -4, 0.1, 19, 7, 0.7, 3

2 entries picked at random from those above, as already listed:
Below each compound – NPY-Y1 PAM-ag, CHOP inhibitor, EP2 mod, NPY Y1 blocker, zfTRPN1 agonist, EP2 antag, PPC-1+TRAIL kill, TRPML3 agonist, 14-3-3 Bad PPI
C(=N\N1CCN(Cc2ccccc2)CC1)/c1cccs1
→ -2, -1, -11, 4, 0.0, 8, 21, 0.3, 0
N#CCCN1CCN(S(=O)(=O)c2ccc3c(c2)OCCCO3)CC1
→ -12, -11, -2, 0, 1.6, 8, 25, 0.1, 0

Back to the main list, starting 2 compounds before the break.
Below each compound – NPY-Y1 PAM-ag, CHOP inhibitor, EP2 mod, NPY Y1 blocker, zfTRPN1 agonist, EP2 antag, PPC-1+TRAIL kill, TRPML3 agonist, 14-3-3 Bad PPI
COc1ccc(CCNC(=O)c2ccc(NS(=O)(=O)c3c(C)noc3C)cc2)cc1OC
→ -3, 17, -4, 9, 0.7, 16, 5, 0.2, 15
O=C(NCC(=O)N(Cc1ccccc1)C(C(=O)NC1CCCC1)c1ccco1)c1ccco1 (centres undefined)
→ -2, 14, -2, -4, 0.1, 19, 7, 0.7, 3
COCc1cc(C)n(CC(=O)NC(C)c2ccccc2)c(=O)c1C#N (centres undefined)
→ -14, -14, 7, -5, 0.2, 4, 4, 0.4, 4
COc1ccc(Cn2nnnc2CN2CCC(O)(c3ccc(F)cc3)CC2)cc1
→ 2, 5, -2, 12, 0.5, 11, 3, 0.7, -4
CCN(Cc1ccccc1)S(=O)(=O)c1ccc(C(=O)Nc2nnc(-c3ccccc3OC)o2)cc1
→ 16, 85*, 19, -2, 0.1, /, 3, 0.4, 8
CC(=O)c1ccc2c(c1)OCCOCCOc1ccccc1OCCOCCO2
→ 17, 15, -26, /, 0.0, 9, 22, 0.3, -3
Cc1c(Cl)c(C(F)(F)F)nn1CC(=O)NN
→ -1, -5, 11, 4, 2.3, 7, 6, 1.0, -4
CCOc1cc(/C=N/NC(=O)c2cccs2)ccc1OC(=O)N1CCOCC1
→ 1, -14, -39, 2, 3.8, 7, 33, 2.1, -15
O=C(Nc1cnn(Cc2c(Cl)cccc2Cl)c1)C(c1ccccc1)c1ccccc1
→ 23, 60, 22, 7, -0.5, 9, -12, -0.6, -6
Cc1ccc(N(C)C(=O)C2CCCN2S(=O)(=O)c2ccc3c(c2)n(C)c(=O)c(=O)n3C)cc1 (centres undefined)
→ 20, 28, 15, /, 1.5, 11, 3, 0.6, 0
CS(=O)(=O)N1CCN(c2cnn(-c3ccccc3)c(=O)c2Cl)CC1
→ -10, -23, 10, 3, 0.2, 2, /, 1.1, -2
O=C(O)CCCn1nc(C(F)(F)F)c2c1CCCCC2
→ 0, 7, 1, 6, -1.1, 8, 15, 0.7, 3
O=C1C2C3C=CC(C3)C2C(=O)N1c1ccc(S(=O)(=O)Nc2nccs2)cc1 (centres undefined)
→ 15, 16, 38, /, 0.3, 7, 12, 0.4, -1
CC12CCC(c3n[nH]c(=S)nc31)C2(C)C (centres undefined)
→ -18, 21, 25, 2, 3.0, 7, 7, -0.3, -1[fluorescence artefact?]
Cc1sc(NC(=O)c2ccccc2)c(C#N)c1-c1ccccc1
→ 8, 36, -8, 3, 2.5, 6, 23, 1.1, -5
CC(=O)NC(Cc1ccccc1F)C(=O)NC1CCN(C(=O)c2cnccn2)CC1 (centres undefined)
→ -8, -1, 14, 7, 0.7, 0, -9, 0.0, -6[fluorescence artefact?]
C#CCOCCOCCOCCNc1nc(N2CCN(C(=O)[C@H](CCCCN)n3cc([C@@H](N)CO)nn3)CC2)nc(N2CCN(C(=O)[C@H](Cc3cc4ccccc4[nH]3)n3cc([C@@H](N)CO)nn3)CC2)n1
→ /, -7, 0, /, /, /, -5, /, 0
Cc1nc2cc3c(cc2s1)OCO3
→ -17, 14, 5, /, -1.2, 10, 9, -0.6, -1
O=C(c1ccco1)N1N=C(c2cccs2)CC1c1ccc(F)cc1 (centres undefined)
→ -3, -3, 43, 9, -0.1, 2, -8, -0.1, -1
CSCCOC(=O)C1=C(C)NC(=O)CC1c1ccccc1Cl (centres undefined)
→ -9, -3, 23, -1, -0.5, 5, 8, 0.4, 4
COC(=O)c1ccc(-n2cnc(Cl)n2)c(F)c1
→ -19, 13, -1, 0, -0.4, 7, 8, 0.2, 2
CCCCC(=O)Nc1ccc2c(c1)nc(CCN1CCOCC1)n2C
→ 3, 6, 34, -7, 0.5, 6, 3, 0.8, -4
c1ccc2c(c1)N1CCN=C1N2CCN1CCCCC1
→ -12, -56, -15, -2, 1.3, 10, -18, -0.3, -3

Entries of single compounds as entered above.
c1ccc2c(c1)N1CCN=C1N2CCN1CCCCC1 in the list: NPY-Y1 PAM-ag: -12; CHOP inhibitor: -56; EP2 mod: -15; NPY Y1 blocker: -2; zfTRPN1 agonist: 1.3; EP2 antag: 10; PPC-1+TRAIL kill: -18; TRPML3 agonist: -0.3; 14-3-3 Bad PPI: -3
CC12CCC(c3n[nH]c(=S)nc31)C2(C)C (centres undefined) in the list: NPY-Y1 PAM-ag: -18; CHOP inhibitor: 21; EP2 mod: 25; NPY Y1 blocker: 2; zfTRPN1 agonist: 3.0; EP2 antag: 7; PPC-1+TRAIL kill: 7; TRPML3 agonist: -0.3; 14-3-3 Bad PPI: -1[fluorescence artefact?]
